# High-throughput results from PubChem.
# TMEM16A inh: inhibitors of mouse TMEM16A calcium-activated chloride channel; Q8BHY3; normalized B-score (activity score, 25-100; higher = stronger inhibition) at 10 µM; 310,000 compounds, 1.2% hits; AID 588511; HEK293 TMEM16A/YFP iodide influx fluorescence, ionomycin;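 active = ratio plate-corrected score three or more library SD toward inhibition, starting fluorescence score within five deviations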;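 also: score derived from kinetic fluorescence span divided by baseline fluorescence per well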
# TRPC4 agonist: TRPC4 (mouse) channel activation. AID 2237. B-score at 10 µM. 310,000 compounds, 0.49% hits. HEK293 TRPC4beta/mu-opioid, Fluo4 calcium fluorescence; stronger effect = higher value. Q9QUQ5;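 active = B-score above 5 SD of library B-scores, and initial fluorescence ratio not above library mean plus 5 SD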;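 also: positive B-score marks a calcium rise read as TRPC4 activation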
#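 Assay system: HEK293 stable line with TRPC4beta plus mu-opioid receptor. Times: dye 45 min RT, read 110 s. Measured by: kinetic Fluo4 calcium fluorescence. Measure: B score of integrated ratio. Controls: assay buffer as low control, maximal DAMGO as high control.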
# HDAC3 inhib: human HDAC3 inhibition. O15379. recombinant HDAC3, fluorogenic peptide/trypsin coupled, fluorescence. inhibition, % at 8.3 µM. 320,000 compounds, 0.15% hits; in the data active = inhibition above about 26%, passing the limit was not always enough
# Target sequence (O15379 whole entry, looked up): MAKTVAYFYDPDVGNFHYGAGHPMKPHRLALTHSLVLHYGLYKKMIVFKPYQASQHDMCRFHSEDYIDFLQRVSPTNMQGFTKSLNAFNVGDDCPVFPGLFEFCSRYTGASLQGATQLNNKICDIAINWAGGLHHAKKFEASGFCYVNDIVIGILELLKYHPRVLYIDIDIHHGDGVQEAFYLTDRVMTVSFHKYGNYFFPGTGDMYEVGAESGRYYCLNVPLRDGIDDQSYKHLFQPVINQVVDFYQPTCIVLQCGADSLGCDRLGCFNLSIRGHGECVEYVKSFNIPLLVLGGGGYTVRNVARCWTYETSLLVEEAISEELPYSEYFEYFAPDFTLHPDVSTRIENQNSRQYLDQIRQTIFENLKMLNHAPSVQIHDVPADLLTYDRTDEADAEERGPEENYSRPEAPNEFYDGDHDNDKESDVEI
# ANO1 activ: activates or potentiates the mouse TMEM16A chloride channel. Q8BHY3. HEK293 TMEM16A/YFP-H148Q/I152L, iodide quench fluorescence; stronger effect = lower value. B-score at 10 µM. 340,000 compounds, 0.3% hits. AID 623877;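 active = fluorescence-ratio B-score plate-corrected deviation score at least 3 library SD below zero, with starting fluorescence score within 5 deviations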;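 also: channel opened by trigger with iodide after compound preincubation; score built on the fluorescence ratio of max minus min over baseline; more negative score means more quench and so TMEM16A activation or potentiation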
# DYRK1A inh: inhibitors of rat Dyrk1A kinase | Q63470 | ADP-Glo luminescence, NFATc1 peptide | inhibition, % at 12.5 µM | 310,000 compounds, 0.43% hits; in the data active = inhibition above about 50%;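 also: plate controls were vehicle with enzyme for no effect and no enzyme for full effect; many of its hits are not listed in these tables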
# KCNK3 inh: human KCNK3 channel inhibition, primary screen; CHO-KCNK3 thallium flux, FluxOR fluorescence; stronger effect = lower value; B-score at 10 µM; O14649; AID 602410; 340,000 compounds, 0.84% hits;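 active = B-score under library mean minus 4 SD, starting fluorescence ratio at most library mean plus 5 SD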;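 also: more negative B-score means stronger inhibition of thallium flux through KCNK3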
# TRPC4 PAM: TRPC4 (mouse) allosteric potentiation; Q9QUQ5; HEK293 TRPC4beta/mu-opioid, DAMGO EC20, Fluo-4 Ca2+ flux; stronger effect = higher value; B-score at 10 µM; 310,000 compounds, 0.42% hits;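 active = B-score of calcium response area above 5 SD of library B-scores, with initial fluorescence ratio within 5 SD of library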;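 also: B-score of integrated fluorescence ratio over time as area under calcium response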
# KCNQ1 act: potentiators or activators of human KCNQ1 potassium channel; CHO-K1 KCNQ1, thallium flux FluxOR fluorescence; stronger effect = higher value; 310,000 compounds, 0.35% hits; B-score at 10 µM;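 active = fluorescence ratio B-score, a plate-corrected score, at least three library SD, with initial intensity B-score within 5 SD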
# Target sequence (P51787 whole entry, looked up): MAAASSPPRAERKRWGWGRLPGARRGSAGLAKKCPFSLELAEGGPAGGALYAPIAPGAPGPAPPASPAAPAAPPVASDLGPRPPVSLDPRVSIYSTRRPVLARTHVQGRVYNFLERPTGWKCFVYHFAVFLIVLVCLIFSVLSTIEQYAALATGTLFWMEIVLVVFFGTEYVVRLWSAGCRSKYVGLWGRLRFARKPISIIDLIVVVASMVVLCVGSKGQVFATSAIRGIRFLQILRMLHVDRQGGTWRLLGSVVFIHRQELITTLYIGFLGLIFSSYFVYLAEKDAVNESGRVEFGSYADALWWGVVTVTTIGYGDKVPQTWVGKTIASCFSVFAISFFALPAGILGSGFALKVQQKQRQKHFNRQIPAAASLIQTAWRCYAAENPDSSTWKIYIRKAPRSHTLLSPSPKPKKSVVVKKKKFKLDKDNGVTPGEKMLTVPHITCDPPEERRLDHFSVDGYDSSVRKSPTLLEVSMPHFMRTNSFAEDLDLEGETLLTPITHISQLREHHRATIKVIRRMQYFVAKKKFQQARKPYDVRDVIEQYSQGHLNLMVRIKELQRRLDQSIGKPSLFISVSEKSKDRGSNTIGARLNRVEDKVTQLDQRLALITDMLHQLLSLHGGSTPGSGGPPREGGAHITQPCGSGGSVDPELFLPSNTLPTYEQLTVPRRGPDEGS
#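 Doses: Single concentration per compound, DMSO matched to controls | Test system: KCNQ1-transfected CHO-K1 cells | Timing: 90 min dye loading and 20 min compound exposure, both at room temperature | Measured by: Kinetic FluxOR thallium fluorescence, 10-s 1-Hz baseline, 110-s post-stimulus read | Medium: Assay buffer with matched DMSO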
# hERG protect: compounds protecting human hERG from proarrhythmic drug block; activation (rescue from dofetilide block), less the hit threshold, % at 10 µM; AID 1511; CHO-hERG, FluxOR thallium flux, dofetilide IC70 present; Q12809; 310,000 compounds, 0.51% hits;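 active = activation above the mean of controls blocked by dofetilide plus 5 SD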;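 also: thallium influx through hERG after potassium depolarization seen as dye fluorescence rise; in these data hits start at about 4.7%; inactives centre near -7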
# KCNK9 block: human KCNK9 channel inhibition. HEK293 KCNK9, FluxOR thallium flux fluorescence; stronger effect = lower value. B-score at 10 µM. 310,000 compounds, 1.2% hits;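 active = ratio B-score over 3 SD below the library mean, with starting fluorescence within 5 SD of its mean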;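 also: negative B-score means less thallium flux so channel inhibition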
# KCNQ1 block: human KCNQ1 channel inhibition | P51787 | CHO-K1 KCNQ1, FluxOR thallium flux fluorescence; stronger effect = higher value | B-score at 10 µM | 310,000 compounds, 1.3% hits | AID 2642;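 active = compounds whose thallium flux B-score, printed positive for inhibition, exceeds three library SD while starting fluorescence stays within three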;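 also: channel opened by potassium depolarization with thallium stimulus after 20 min compound exposure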
# The depositor's hits bear a star; i = inactive; · = no result given.
SMILES,TMEM16A inh,TRPC4 agonist,HDAC3 inhib,ANO1 activ,DYRK1A inh,KCNK3 inh,TRPC4 PAM,KCNQ1 act,hERG protect,KCNK9 block,KCNQ1 block
CC(C)(C)NC(=O)C(c1ccc(OCC(N)=O)cc1)N(C(=O)c1cccnc1)C1CC1 (configuration not stated),i,i,1.6,i,-1.7,i,i,i,-1.0,i,i
CC1CCC/C(=C\Nc2ccccc2C(=O)O)C1=O (configuration not stated),i,i,-7.0,i,7.9,i,i,i,-4.7,i,i
COc1ccccc1OCc1ccc(C(=O)OCC2CCCO2)o1 (configuration not stated),i,i,7.4,i,5.4,i,i,i,-4.4,i,i
COC(=O)Cc1ccc(N(Cc2ccccc2F)S(=O)(=O)c2ccc(C)cc2)cc1,i,i,1.3,i,2.4,i,i,i,-6.1,i,i
Cc1cc(NC(=O)COC(=O)C2CC(=O)N(c3ccccc3)C2)no1 (configuration not stated),i,i,1.8,i,5.0,i,i,i,-6.0,i,i
CCOC(=O)CSC(=S)NC(=O)c1ccc(OC)cc1,i,i,78.7*,i,24.4,i,i,i,-7.2,i,i
Cc1ccc(CNC(=O)CN(CCc2ccccc2)S(C)(=O)=O)cc1,i,i,-3.9,i,1.8,i,i,i,0.4,i,i
NC(=O)C1CCN(c2ccc(C(F)(F)F)cc2[N+](=O)[O-])CC1,i,i,3.2,i,-2.6,i,i,i,-13.8,i,i
CCOC(=O)c1c(NC(=O)C(C)S(=O)(=O)c2cn(CC)c3ccccc23)sc2c1CCCC2 (configuration not stated),i,i,·,i,-4.4,i,i,i,-13.9,i,i
CC(=O)Nc1ccc(N=c2cc([N+](=O)[O-])cc(Cl)n2O)cc1,i,i,13.0,i,-1.8,i,i,i,-2.8,i,i
CCOC(=O)C1CCCN(S(=O)(=O)c2c(C)noc2C)C1 (configuration not stated),i,i,2.6,i,-4.9,i,i,i,-7.2,i,i
COCC1CCN(C(=O)C2CCC(=O)N(C3CCCCCC3)C2)CC1 (configuration not stated),i,i,6.0,i,-0.6,i,i,i,-1.0,i,i
COc1ccccc1NC(=S)NCc1ccc2c(c1)cc(C)n2C,i,i,-1.7,i,9.0,i,i,i,-10.4,i,i
CCOC(=O)c1cnc2c(cnn2C)c1Oc1ccc(OC)cc1,i,i,7.2,i,-9.1,i,i,i,2.0,i,i
CN1C2=CC=CC=CC2=[N+](C)C12C=CC(=[N+]([O-])[O-])C=C2[N+](=O)[O-] (configuration not stated),i,i,1.4,i,-4.1,i,i,i,-6.7,i,i
CCOc1ccc(S(=O)(=O)N2CCC(C(=O)N3CCN(Cc4ccccc4)CC3)CC2)cc1,i,i,-6.5,i,-5.3,i,i,i,-12.4,i,i
N#CC1=C(S)N(c2ccc(F)cc2)C(c2ccco2)NC1=O (configuration not stated),i,i,5.8,i,·,i,i,i,-18.3,i,i
COCC(=O)N/N=C\c1ccccc1OC/C=C/c1ccccc1,i,i,-1.8,i,10.0,i,i,i,-10.2,i,i
COc1ccccc1OCC(=O)N/N=C/c1cccc2cccnc12,i,i,4.3,i,·,i,i,i,-11.5,i,i
CC1CCCN(C(=O)c2ccc3nc[nH]c3c2)C1 (configuration not stated),i,i,-3.0,i,-0.5,i,i,i,-13.3,i,i
O=C(COc1coc(CN2CCc3ccccc3C2)cc1=O)N1CCOCC1,i,i,-5.0,i,-2.7,i,i,i,-15.3,i,i
COc1cc(C)ccc1OCCOc1cc(C)ccc1Cl,i,i,12.4,i,5.0,-8.72*,i,i,-9.6,i,i
Cn1cccc1C(=O)NC(=O)CSc1cccc[n+]1[O-],i,i,-2.0,i,1.4,i,i,i,-3.3,i,i
CC(=O)Oc1cccc(NC(=O)c2ccc3c(c2)C(=O)N(CC(C)C)C3=O)c1,i,i,1.7,i,-3.8,i,i,i,-1.3,i,i
CCOC(=O)CN1N=C(c2ccc(C)cc2)CCC1=O,i,i,4.1,i,1.6,i,i,i,-4.8,i,i
O=C1CC(c2ccccc2)CC2=C1CN(C1CCCCC1)CN2 (configuration not stated),i,·,-5.7,i,1.8,i,·,·,·,·,·
CCN(CC)CCN(C(=O)CN1C(=O)CCC1=O)c1nc2cc3c(cc2s1)OCO3,i,i,-2.1,i,·,i,i,i,-5.9,i,i
CCn1nnnc1SCC(=O)Nc1ccc(N(C)C)cc1,i,i,-4.7,i,0.3,i,i,i,-10.1,i,i
O=C(CN1CCN(S(=O)(=O)c2ccccc2)CC1)Nc1ccc(Cl)c(Cl)c1,i,i,-1.2,i,-1.8,i,i,i,-14.6,i,i
O=C(Nc1nc2ccccc2[nH]1)c1ccc([N+](=O)[O-])cc1,i,i,-2.4,i,-4.3,i,i,i,-8.7,i,i
COCc1cc(=O)[nH]c(SCC(=O)c2ccccc2)n1,i,i,-1.4,i,·,i,i,i,-10.2,i,i
COc1cccc(CC(=O)OCC(=O)NC2CCCCCC2)c1,i,i,2.4,i,3.3,i,i,i,-15.2,i,i
Cn1c(N2CCCC2)nc2c1c(=O)n(Cc1ccc(Cl)cc1)c(=O)n2C,i,i,3.7,i,15.4,i,i,i,-8.4,i,i
O=C(O)C1CCCCC1C(=O)NCc1ccc(Cl)c(Cl)c1 (configuration not stated),i,i,-0.2,i,3.6,i,i,i,-15.3,i,i
O=C(OC(C(=O)NCc1ccco1)c1ccc(Cl)cc1)c1cccs1 (configuration not stated),i,i,10.1,i,-3.8,i,i,i,-3.4,i,i
Cc1nn(C)c(Cl)c1CN1CCCC(C(=O)Nc2ccc(-c3cscn3)cc2)C1 (configuration not stated),i,i,-1.2,i,0.3,i,i,i,-11.9,i,i
O=C(NCc1ccco1)c1ccc2c(c1)N(Cc1ccccc1)CCS2,i,i,-24.7,i,23.0,i,i,i,-13.3,i,i
COc1ccc(NC(=O)c2sc3nc(N4CCOCC4)c4c(c3c2N)CC(C(C)C)OC4)c(OC)c1 (configuration not stated),i,i,7.6,i,1.0,i,i,i,-4.8,i,i
O=C(CN1CCCC1)NC1C2CC3CC(C2)CC1C3 (configuration not stated),i,i,-3.6,i,0.2,i,i,i,-9.9,i,i
COc1ccc(C(OCC(O)CNC(C)c2ccccc2)c2ccc(OC)cc2)cc1 (configuration not stated),i,i,0.8,i,1.4,i,i,i,-9.5,i,i
CC(C)Cc1[nH]c(=O)c(C#N)c2c1CCCC2,i,i,-4.5,i,3.4,i,i,i,0.6,i,i
COc1ccccc1CNS(=O)(=O)c1ccc2c(c1)NC(=O)CO2,i,i,·,i,7.4,i,i,i,-4.8,i,i
COc1ccc(CN2CCNC(=O)C2CC(=O)N2CCCO2)c(OC)c1 (configuration not stated),i,i,2.0,i,2.1,i,i,i,-8.6,i,i
C=CCNc1nc(N)c([N+](=O)[O-])c(Nc2cccc(Cl)c2)n1,i,i,6.8,i,9.0,i,i,i,-0.7,i,i
Cc1cc(C)nc(SCC(=O)N/N=C/c2ccc3c(c2)OCO3)n1,i,i,9.4,i,-1.9,i,i,i,-6.4,i,i
O=C(Cn1c(C(=O)N2CCN(C3CCCC3)CC2)cc2sccc21)c1ccccc1,i,i,3.1,i,-2.9,i,i,i,-7.7,i,i
COc1ccc(Cc2nnc(NC(=O)C3CC(=O)N(c4ccccc4C)C3)s2)cc1OC (configuration not stated),i,i,3.2,i,1.6,i,i,i,-5.8,i,i
Cc1ccc(NC(=O)CN(C)CC(=O)Nc2ccc(N3CCOCC3)cc2)cc1F,i,i,3.2,i,5.9,i,i,i,-21.4,i,i
CCC(C#CCN1CCCCC1)(CC)OCCC#N,i,i,1.1,i,2.0,i,i,i,-7.5,i,i
CN1CCN(CCC(=O)N/N=C/c2ccccc2F)CC1,i,i,0.6,i,0.5,i,i,i,-8.4,i,i
COc1ccc(NC(=O)C(c2cc3c(cc2[N+](=O)[O-])OCO3)N(C)c2ccccc2)cc1 (configuration not stated),i,i,-1.2,i,-4.3,i,i,i,-4.4,i,i
Cc1cccc(NCc2cccc3ccccc23)n1,i,i,-5.7,i,·,i,i,i,-1.1,i,i
Cc1cc(/C=C2\SC(=Nc3ccc(N4CCOCC4)cc3)N(C)C2=O)c(C)n1-c1cccnc1,i,i,·,i,2.7,i,i,i,-5.2,i,i
Cc1nnc(SCC(=O)Nc2nc(-c3ccccc3)cs2)n1N,100*,i,-1.4,i,1.9,i,i,i,-9.6,i,i
Cc1ccc(OCCn2cncn2)c([N+](=O)[O-])c1,i,i,0.2,i,1.8,i,i,i,-6.4,i,i
C[C@H](NC(=O)c1cc2cc(Cl)ccc2n1C)C(=O)N1CCC(C(=O)O)CC1,i,i,-1.8,i,11.4,i,i,i,-4.7,i,i
Cc1nn(C(C)(C)C)c(NC(=O)c2ccc(Cl)cc2)c1Br,i,i,-7.6,i,·,i,i,i,-8.1,i,i
COC(=O)c1cccc(NC(=O)C2C3CCC(C3)C2C(=O)O)c1 (configuration not stated),i,i,-4.9,i,-2.3,i,i,i,-15.0,i,i
O=C(CSc1ccc(Cl)cc1)Nc1ccc(-c2nc3ccccc3[nH]2)cc1,i,i,-23.7,i,-1.9,i,i,i,-7.6,i,i
Cc1cnc(C(=O)Nc2ccc(F)c(F)c2)cn1,i,i,0.2,i,8.2,i,i,i,-7.5,i,i
# New compounds follow
SMILES,TMEM16A inh,TRPC4 agonist,HDAC3 inhib,ANO1 activ,DYRK1A inh,KCNK3 inh,TRPC4 PAM,KCNQ1 act,hERG protect,KCNK9 block,KCNQ1 block
CC1CC(C)(C)NC(C)c2ccccc21 (configuration not stated),i,i,-6.9,i,-5.7,i,i,i,-4.6,i,i
COC(=O)C1(C)NC(c2ccc(F)cc2)C2C(=O)N(c3ccccc3)C(=O)C21 (configuration not stated),i,i,-1.2,i,4.3,i,i,i,-9.4,i,i
CCOC(=O)C(NC(C)=O)C(OC(C)=O)c1cccc([N+](=O)[O-])c1 (configuration not stated),i,i,0.0,i,15.2,i,i,i,3.1,i,i
C=CCNc1ncnc2c1cnn2-c1ccc(Cl)cc1,i,i,4.6,i,-2.8,i,i,i,-1.4,i,i
CC(=O)c1ccccc1OCC(O)CNC1CCCC1 (configuration not stated),i,i,-4.5,i,-4.6,i,i,i,-2.9,i,i
CN1CCN(C(=O)/C(=C/c2cccc([N+](=O)[O-])c2)NC(=O)c2ccccc2)CC1,i,i,0.8,i,-3.1,i,i,i,-13.8,i,i

# Only part of the results is shown; the hit share may differ from the screen's.
